ASAP1 inh: inhibitors of human ASAP1 ArfGAP activity, primary screen, biochemical, fluorescence polarization | Arf-GAP with SH3 domain, ANK repeat and PH domain-containing protein 1 (Homo sapiens), … | inhibition, % at 16.5 µM | 360,000 compounds, 0.19% hits | ASAP1-stimulated ARF1 GTP hydrolysis, GDP FP detection; in the data active = inhibition above about 25%;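 also: 0% = vehicle with enzyme and substrate and 100% = no enzyme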
ADAM17 inh: ADAM17 inhibitors, primary screen, biochemical, QFRET; recombinant ADAM17, EDANS/DABCYL FRET peptide cleavage; inhibition, % at 6.95 µM; 370,000 compounds, 0.83% hits; AID 720648, 2013;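 active = inhibition above the mean of compounds lying between control limits plus 3 SD, set per campaign, cut at about 8.5% in these data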;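 also: 0% = DMSO-only wells as the low control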
Tn7 DDE FP: inhibitors of Tn7 peptide binding to fibrin DD(E), primary screen, biochemical, fluorescence polarization, human fibrin, Tn7 probe; Fibrinogen beta chain (Homo sapiens), P02675; inhibition, % at 8.3 µM; AID 720508, 2013; FP displacement of FITC-Tn7 peptide from fibrin DD(E); 0% = median of compound wells per plate; 370,000 compounds, 0.13% hits;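 active = inhibition above the mean of compounds falling within the control limits plus 3 SD of them, cut at about 14% in these data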;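 also: 0% = plate median of compound wells and 100% = 10 µM Aha-Tn7 peptide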
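system = human fibrin DD(E) protein | quantity = DD(E) 2 µM final | medium = Tris/NaCl/CaCl2 buffer, pH 7.8 | also added = labelled Tn7 tracer, 0.1 µM | compound dosing = single point at 8.3 µM | timing = compound with protein 10 min, then 3 h after probe, room temperature | signal = FP measurement | benchmarks = Aha-Tn7 high control | repeats = one replicate per compound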
TDP2 inh: human TDP2 enzyme inhibitors, primary screen, biochemical, epi absorbance, recombinant enzyme; Tyrosyl-DNA phosphodiesterase 2 (Homo sapiens), O95551; T5PNP hydrolysis, p-nitrophenol absorbance 415 nm; inhibition, % at 12.8 µM; 370,000 compounds, 0.34% hits; AID 720702, 2013;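 active = inhibition above the mean of all tested compounds plus 3 SD, set per campaign, cut at about 25% in these data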;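 also: 0% = DMSO with enzyme and 100% = buffer with substrate but no TDP2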
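System – recombinant human TDP2 · Amount – 120 nM TDP2 per well · Buffer or medium – Mg2+-containing Tris-HCl buffer, pH 7.5 · Reagent – T5PNP substrate, 5 mM · Dosing – 12.8 µM single point, 1% DMSO · Incubation – 2 h at 37 °C · Measured by – epi absorbance · Read-out basis – percent inhibition · Benchmarks – high control without enzyme, low control DMSO plus TDP2 · Repeats – singlicate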
Tn6 DDE FP: inhibitors of Tn6 peptide binding to fibrin DD(E), primary screen, biochemical, fluorescence polarization, human fibrin, Tn6 probe. 370,000 compounds, 0.21% hits. Fibrin DD(E) TRITC-Tn6 fluorescence polarization displacement. inhibition, % at 8.3 µM. Fibrinogen beta chain (Homo sapiens), P02675;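 active = inhibition above a per-campaign cutoff: mean of compounds within control limits plus 3 SD, cut at about 15% in these data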;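 also: 0% = median of all compound wells on the plate and 100% = blocking peptide control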
PLCg1 inh: PLC-gamma1 enzyme inhibitors, primary screen, biochemical, fluorescence, purified enzyme | 1-phosphatidylinositol 4,5-bisphosphate phosphodiesterase gamma-1 (Homo sapiens), P19174 | fluorogenic substrate | inhibition, % at 12.2 µM | 370,000 compounds, 0.84% hits | AID 720700, 2013; in the data active = inhibition above about 9.5%
Target sequence (P19174 whole entry, looked up): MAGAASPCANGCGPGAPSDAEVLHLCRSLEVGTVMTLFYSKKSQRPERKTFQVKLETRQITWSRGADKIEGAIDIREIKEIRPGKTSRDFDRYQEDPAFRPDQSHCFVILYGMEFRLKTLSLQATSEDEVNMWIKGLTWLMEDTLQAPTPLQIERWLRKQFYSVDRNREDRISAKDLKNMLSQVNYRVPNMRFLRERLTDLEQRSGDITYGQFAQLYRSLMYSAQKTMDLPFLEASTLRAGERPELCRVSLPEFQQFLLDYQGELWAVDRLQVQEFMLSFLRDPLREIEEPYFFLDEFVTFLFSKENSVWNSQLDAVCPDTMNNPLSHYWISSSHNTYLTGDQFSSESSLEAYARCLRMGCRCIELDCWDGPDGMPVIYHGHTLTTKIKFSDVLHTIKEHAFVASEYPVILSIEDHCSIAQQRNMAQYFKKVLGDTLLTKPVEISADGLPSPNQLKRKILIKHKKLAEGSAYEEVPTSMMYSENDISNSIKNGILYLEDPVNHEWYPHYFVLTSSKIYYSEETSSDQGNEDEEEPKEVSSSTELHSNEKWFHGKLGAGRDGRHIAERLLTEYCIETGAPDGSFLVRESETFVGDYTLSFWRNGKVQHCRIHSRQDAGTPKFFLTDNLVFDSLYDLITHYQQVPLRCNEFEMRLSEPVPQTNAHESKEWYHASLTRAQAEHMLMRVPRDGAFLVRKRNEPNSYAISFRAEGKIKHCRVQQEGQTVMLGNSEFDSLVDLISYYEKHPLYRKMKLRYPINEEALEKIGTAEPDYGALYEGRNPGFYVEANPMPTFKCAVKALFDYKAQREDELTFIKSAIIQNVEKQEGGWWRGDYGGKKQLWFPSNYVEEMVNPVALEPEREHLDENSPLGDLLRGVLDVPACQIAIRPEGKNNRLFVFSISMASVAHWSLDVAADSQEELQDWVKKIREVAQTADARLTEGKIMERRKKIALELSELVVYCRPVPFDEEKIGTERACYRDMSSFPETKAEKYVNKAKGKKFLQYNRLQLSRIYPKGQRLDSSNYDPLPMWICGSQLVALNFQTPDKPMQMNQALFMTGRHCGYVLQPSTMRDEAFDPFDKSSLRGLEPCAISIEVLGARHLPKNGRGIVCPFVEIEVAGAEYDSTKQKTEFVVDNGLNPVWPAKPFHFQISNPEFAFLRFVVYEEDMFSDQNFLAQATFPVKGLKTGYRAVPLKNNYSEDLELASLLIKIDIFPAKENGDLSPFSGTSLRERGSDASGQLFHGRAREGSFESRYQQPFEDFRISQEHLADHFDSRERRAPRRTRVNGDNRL
SIAE primary: human SIAE inhibitors, primary screen, biochemical, fluorescence polarization, FP-Rh probe, 1536-well HTS | AID 1053197, 2014 | SIAE FP-Rh probe binding | 370,000 compounds, 0.69% hits | inhibition, % at 9.66 µM | Sialate O-acetylesterase (Homo sapiens), Q9HAT2;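 active = inhibition above a cutoff: mean of compounds within the control limits plus 3 SD of those, cut at about 17% in these data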;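 also: 0% = plate median of compound wells and 100% = probe without SIAE protein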
ADAM10 inh: human ADAM10 inhibitors, primary screen, biochemical, QFRET, HTS; recombinant ADAM10, EDANS/DABCYL FRET peptide cleavage, 3 h; 370,000 compounds, 0.62% hits; inhibition, % at 7 µM;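 active = inhibition above a per-campaign cutoff equal to the mean of compounds falling between control-based bounds plus 3 SD, cut at about 20% in these data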;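 also: 0% = DMSO wells while the 100% control is not disclosed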
PLCb3 inh: human PLC-beta3 inhibitors, primary screen, biochemical, fluorescence; 1-phosphatidylinositol 4,5-bisphosphate phosphodiesterase beta-3 (Homo sapiens), Q01970; Purified PLC-beta3, fluorogenic substrate; inhibition, % at 12.2 µM; 370,000 compounds, 0.18% hits; in the data active = inhibition above about 11%;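 also: 0% = median of compound wells on plate and 100% = full blocker control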
ARFGAP1 inhibitor: inhibitors of rat ARFGAP1 GAP activity, primary screen, biochemical, fluorescence polarization, GDP tracer | ADP-ribosylation factor GTPase-activating protein 1 (Rattus norvegicus), Q62848 | 360,000 compounds, 0.26% hits | Arfgap1-stimulated ARF1 GTP hydrolysis, GDP FP detection | AID 651572, 2012 | inhibition, % at 16.5 µM;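 active = inhibition above a per-plate limit, mean inhibition of low control wells plus 3 SD, cut at about 25% in these data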;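 also: 0% = DMSO wells with enzyme and 100% = wells lacking Arfgap1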
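material = rat Arfgap1 catalytic domain, aa 1-136 | also added = human ARF1(Δ1-17)-GTP substrate | compound dosing = one concentration, 16.5 µM, DMSO 1.26% | times = GTP hydrolysis reaction 2 h at 25 °C | measured by = FP, GDP Alexa 633 tracer displaced from anti-GDP antibody, 620/688 nm | evaluation = percent inhibition of Arfgap1-stimulated GTP hydrolysis | replication = single well per compound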
An asterisk follows results filed as active; i = inactive; x = no result given. Outcome played no part in choosing rows. About 3.6% of those tested had a hit in this group.

SMILES	ASAP1 inh	ADAM17 inh	Tn7 DDE FP	TDP2 inh	Tn6 DDE FP	PLCg1 inh	SIAE primary	ADAM10 inh	PLCb3 inh	ARFGAP1 inhibitor
O=C(NCc1ccc(Cl)cc1)c1ccc2c(=O)n(CC3CCCO3)c(=S)[nH]c2c1 (stereo not drawn)	-6	1	-2	-5	1	3	2	11	-6	4
Cc1ccc(NC(=O)CN(C)C(=O)c2cc3ccccc3o2)cc1	10	-2	0	-2	1	7	1	7	4	-7
Cc1ccc(S(=O)(=O)c2ccc([N+](=O)[O-])cn2)cc1	2	0	-7	-5	-9	11*	-3	7	6	1
Cc1cc(=O)oc2cc(OCc3c(F)cccc3Cl)ccc12	3	-5	-6	0	3	2	-23	-16	1	15
Cc1ccc(S(=O)(=O)N2CCCCC2CCNC(=O)C(=O)NC2CCCC2)cc1 (stereo not drawn)	-2	-4	-2	-10	1	1	-7	2	-5	0
CCn1c(=O)n(CC(=O)N2CCC(C)CC2)c(=O)c2ccccc21	x	-2	-4	5	-6	-1	-1	-7	-2	x
O=C(CCN1CCc2ccccc2C1)Nc1cccc(F)c1	-9	-3	6	3	6	-1	9	2	-2	1
CC(=O)/C(=N\Nc1ccccc1)Oc1ccc([N+](=O)[O-])cc1	1	0	0	6	2	4	4	8	0	-1
COc1ccccc1-n1c(=O)c2c3c(sc2n2c(=S)[nH]nc12)CCC3	-10	-3	2	-2	0	-2	18*	4	-8	-2
CCOC(=O)c1cccc(NS(=O)(=O)c2cnc[nH]2)c1	2	0	-7	-12	-4	1	0	-9	-5	3
CC1c2cc3c(cc2CCN1CC(=O)Nc1ccccc1)OCCCO3 (stereo not drawn)	0	-1	0	9	1	-4	10	-10	-4	7
COc1ccccc1NC(=O)c1cc2c(cc1Cl)N1CCCCCC1=NS2(=O)=O	-6	7	2	-16	-6	12*	4	-7	10	4
Cc1cccc(NC(=O)CN2C(=O)N/C(=C/c3cc(C)n(C)c3C)C2=O)c1	17	-10	2	6	-1	-23	-1	-34	-30	-12
CC(C)CCNC(=O)C(c1ccco1)N(Cc1ccccc1)C(=O)c1snc(C(N)=O)c1N (stereo not drawn)	11	-44	-5	12	-5	-47	-4	-127	-67	3
O=C(O)C1=C[C@@H](c2coc3ccccc3c2=O)C[C@@H](OCc2ccc(CO)cc2)O1	10	-2	-1	2	-6	1	1	2	2	-3
CCOC(=O)C1(CC2CC2)CCN(Cc2cc(Cl)c(O)c(OC)c2)CC1	3	-5	0	5	2	2	1	1	-3	1
CC(C)CNC(=O)C1(C)CCCN1C(=O)c1ccc2ccccc2n1 (stereo not drawn)	-17	1	3	-2	1	1	-6	-12	4	5
Cn1nccc1C(=O)NCCN1C(=O)OC(C)(C)C1(C)O (stereo not drawn)	9	2	-8	8	2	4	4	-1	2	15
COc1ccc(CNC(=O)CN(Cc2ccccc2)S(=O)(=O)c2ccc(Cl)cc2)cc1	-5	21*	11	-21	-8	7	-3	29*	3	2
OCC1(Cc2ccccc2)CCN(Cc2ccc(C(F)(F)F)cc2)CC1	13	-6	1	0	3	-1	1	-28	-4	8
Cn1cccc1C(=O)NC(=O)COC(=O)c1ccc(O)cc1	6	-2	7	4	3	1	0	6	0	7
Cc1ccc(CN2CC(C(=O)N3CCN(S(=O)(=O)c4ccccc4)CC3)CC2=O)cc1 (stereo not drawn)	-4	1	-3	-7	9	1	-4	0	-4	-8
COC(=O)CCCC(=O)Nc1c(F)c(F)c(F)c(F)c1F	-14	-2	11	-1	4	-3	13	0	0	1
CN(Cc1ccccc1)C(=O)C1CCN(S(C)(=O)=O)CC1	3	-6	2	-6	-2	-1	-7	-4	-3	-4
CCOC(=O)C1=C(C)NC(C)=C(C(=O)OCC)C1c1nc2ccccc2[nH]1	1	-6	-4	2	-4	-3	0	-11	-3	2
Next part.
SMILES	ASAP1 inh	ADAM17 inh	Tn7 DDE FP	TDP2 inh	Tn6 DDE FP	PLCg1 inh	SIAE primary	ADAM10 inh	PLCb3 inh	ARFGAP1 inhibitor
O=C1CC2(CCN(C(=O)c3ccccc3F)CC2)Oc2ccccc21	0	-34	3	3	-4	-19	3	-93	-17	-6
Cc1cc(C(=O)OCC(=O)c2c(N)n(C)c(=O)n(C)c2=O)c(C)o1	4	-1	-9	-6	-6	3	-8	4	0	9
C=CCn1c(N)cc(=O)nc1SCC(=O)Nc1ccccc1	5	-43	6	-18	2	-8	-16	-149	-12	11
CC1(C(=O)O)CCC2(C)CCC3(C)C(=CC(=O)C4C5(C)CCC(=O)C(C)(C)C5CCC43C)C2C1 (stereo not drawn)	-5	-1	4	6	7	2	-2	1	0	-9
CCCCOCCCNC(=O)C[C@H]1C[C@@]2(C(=O)OCC)CCCC3=C2N(CCC3)C1=O	x	2	-2	-11	-1	5	0	3	8	x
Cc1cc(C)n2nc(SCC(=O)N(C)c3ccccc3)nc2n1	-4	-4	8	4	-5	1	4	-3	-4	-2
Cc1ccc(C(=O)N2CC(C)CC(C)C2)cc1NC1=NC2CS(=O)(=O)CC2S1 (stereo not drawn)	8	-4	7	5	0	0	-5	-3	1	-3
COc1ccc(N(CC(=O)NCCC2=CCCCC2)S(=O)(=O)c2ccccc2)c(OC)c1	5	0	1	-7	7	0	2	-3	-1	1
O=C(c1ccc2c(c1)C(=O)N(c1ccc(Cl)cc1)C2=O)N1CCN(c2ccccn2)CC1	-12	-2	-2	0	5	0	-10	3	2	9
COCc1nn2c(N)c(-c3ccccc3)cnc2c1-c1ccccc1	-5	-9	2	-3	9	-80	-1	-26	-92	-1
C=CCNc1nc2c(c(=O)n(C)c(=O)n2C)n1CCCCCC	2	-7	5	0	5	-4	6	-5	0	-15
CCOC(=O)C1=CN(CC)S(=O)(=O)NC1CC (stereo not drawn)	15	2	-6	6	1	-3	8	-6	-1	-7
O=C(Cn1c2ccc(F)cc2c2nc3n(c(=O)c21)CCS3)NC1CCCC1	3	-18	0	-9	-12	4	0	-38	-8	-4
CC[C@]1(c2ccc(C)cc2)C(=O)N(C(=O)OC(C)C)N1C(=O)OC(C)C	x	0	-4	3	-2	2	0	3	2	x
CC(=O)c1cccc(NC(=O)c2cc(S(=O)(=O)N3CCCCC3)ccc2N2CCOCC2)c1	2	1	-1	-1	4	4	-2	-6	2	4
Cn1cccc1/C=N/NC(=O)Cc1cccs1	3	3	9	-13	2	2	2	0	-5	12
COc1cc(C(=O)OC(C)CN2CCCC2)cc(OC)c1OC (stereo not drawn)	4	-4	1	-3	0	0	0	-3	2	3
CSc1ccc(/C=C/C(=O)OCC(=O)NC2CCCC2)cc1	-6	-292	-2	2	2	-239	-3	i	-329	4
O=C(O)c1cccc(NC2=Nc3cccc4cccc2c34)c1	7	-28	-4	-7	4	-222	5	-68	-333	6
CC1(C)CC(=O)C=C(Nc2ccccc2O)C1	-11	-14	-1	-3	-7	-33	13	-29	-39	2
COc1ccc([N+](=O)[O-])cc1NC(=O)C(C)OC(=O)C1c2ccccc2Oc2ccccc21 (stereo not drawn)	9	1	1	-2	-5	-2	0	10	1	10
Cc1cc(C)c2c(N)c3ccccc3nc2n1	-12	i	8	-12	-8	i	-8	i	i	-10
CCC(=O)Nc1ccc2oc(-c3cccc(C)c3)nc2c1	8	-142	9	9	-2	-181	-6	-419	-213	2

Looked up above:
For TDP2 inh, `C=CCn1c(N)cc(=O)nc1SCC(=O)Nc1ccccc1` shows -18
For Tn6 DDE FP, `Cc1cc(C(=O)OCC(=O)c2c(N)n(C)c(=O)n(C)c2=O)c(C)o1` shows -6

Gathered by group, the entries above with four or more nitrogen atoms (10)
SMILES	ASAP1 inh	ADAM17 inh	Tn7 DDE FP	TDP2 inh	Tn6 DDE FP	PLCg1 inh	SIAE primary	ADAM10 inh	PLCb3 inh	ARFGAP1 inhibitor
COc1ccccc1-n1c(=O)c2c3c(sc2n2c(=S)[nH]nc12)CCC3	-10	-3	2	-2	0	-2	18*	4	-8	-2
Cc1cccc(NC(=O)CN2C(=O)N/C(=C/c3cc(C)n(C)c3C)C2=O)c1	17	-10	2	6	-1	-23	-1	-34	-30	-12
CC(C)CCNC(=O)C(c1ccco1)N(Cc1ccccc1)C(=O)c1snc(C(N)=O)c1N (stereo not drawn)	11	-44	-5	12	-5	-47	-4	-127	-67	3
Cn1nccc1C(=O)NCCN1C(=O)OC(C)(C)C1(C)O (stereo not drawn)	9	2	-8	8	2	4	4	-1	2	15
C=CCn1c(N)cc(=O)nc1SCC(=O)Nc1ccccc1	5	-43	6	-18	2	-8	-16	-149	-12	11
Cc1cc(C)n2nc(SCC(=O)N(C)c3ccccc3)nc2n1	-4	-4	8	4	-5	1	4	-3	-4	-2
O=C(c1ccc2c(c1)C(=O)N(c1ccc(Cl)cc1)C2=O)N1CCN(c2ccccn2)CC1	-12	-2	-2	0	5	0	-10	3	2	9
COCc1nn2c(N)c(-c3ccccc3)cnc2c1-c1ccccc1	-5	-9	2	-3	9	-80	-1	-26	-92	-1
C=CCNc1nc2c(c(=O)n(C)c(=O)n2C)n1CCCCCC	2	-7	5	0	5	-4	6	-5	0	-15
O=C(Cn1c2ccc(F)cc2c2nc3n(c(=O)c21)CCS3)NC1CCCC1	3	-18	0	-9	-12	4	0	-38	-8	-4
